ER stress surv = protection against thapsigargin ER stress killing – CSM14.1 cells, ATP luminescence, primary screen | CSM14.1 thapsigargin ER stress survival | relative survival (cellular ATP), % at 15 µg/mL (by protocol) | 0.33% of 48,000 active | AID 1010, 2008;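 active = survival measured by cellular ATP above 50% at 15 µg/ml in the first screen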;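 also: cell death triggered by about 15 µM thapsigargin; ATP read 24 h after thapsigargin was added; plate controls were thapsigargin with DMSO for no effect and DMSO without thapsigargin for full effect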
* hit, by the source's call; & = joins results of further samples.

SMILES	ER stress surv
C=CCNC(=O)CN(c1cccc(OC)c1)S(=O)(=O)c1ccccc1	11
Cc1ccc(S(=O)(=O)N2CCN(Cc3cccc4ccccc34)CC2)cc1	1
CCN(CC)c1ccc(N2C(=O)/C(=C/c3ccc(OC)c(OC)c3)SC2=S)cc1	2
COc1ccc(C(NC(=O)c2ccccc2)c2ccc3cccnc3c2O)cc1 (stereo not drawn)	7
O=c1c2c3c(sc2ncn1/N=C/c1cc([N+](=O)[O-])ccc1O)CCCC3	-2
CC(OCc1ccccc1)C(NC(=O)OC(C)(C)C)C(=O)Nc1nccs1 (stereo not drawn)	8
CCOC(=O)C(CC(C)C)NC(=O)CCN1C(=O)c2ccccc2C1=O (stereo not drawn)	-2
CCN(CC)C(=O)c1sc(NC(=O)C(C)(C)C)c(C(=O)OC)c1C	15
COCCN1C(=O)/C(=C\c2ccc3c(c2)OCO3)C(C(=O)OC)=C1C	5
COc1ccc(S(=O)(=O)Nc2ccc(Oc3ccccc3)cc2)cc1OC	6
COc1ccccc1C(=O)Nc1cc(-c2nc3cc(Cl)ccc3o2)ccc1C	5
O=C(N/N=C/c1ccccc1F)c1cc(Br)ccc1O	0

Two consecutive compounds out of the list so far:
SMILES	ER stress surv
C=CCNC(=O)CN(c1cccc(OC)c1)S(=O)(=O)c1ccccc1	11
Cc1ccc(S(=O)(=O)N2CCN(Cc3cccc4ccccc34)CC2)cc1	1

New compounds follow
SMILES	ER stress surv
CCOC(=O)c1ccc(N2C(=O)CC(Sc3nc4ccc(OCC)cc4s3)C2=O)cc1 (stereo not drawn)	-1
O=C(Cc1cccc2ccccc12)Nc1ccc2c(c1)OCCO2	21
COc1ccccc1N1CCN(/N=C\c2ccc(Cl)cc2Cl)CC1	9
COc1ccc(CC(=O)NC(C)C2COc3ccccc3O2)cc1OC (stereo not drawn)	-3
COc1ccc(Cl)cc1NC(=O)c1c(O)c2ccccc2n(CC(C)C)c1=O	10
COc1cc(NC(=O)COc2ccc([N+](=O)[O-])cc2)ccc1NC(=O)c1ccco1	0
CCOC(=O)c1c(-c2ccc(Br)cc2)csc1NC(=O)c1ccco1	5
CCOc1ccc(C(=O)Nc2cc(-c3nc4ccccc4o3)ccc2OC)cc1Br	4
O=C(NN1C(=O)C2CCCCC2C1=O)c1ccc(O)cc1 (stereo not drawn)	-6
O=C(Nc1ccc(F)cc1)c1ccccc1	1
C(=N\c1nc2ccccc2n1CCN1CCCCC1)/c1ccc2c(c1)OCO2	2
COc1ccc(NS(=O)(=O)c2cc(C(=O)Nc3ccccc3C)ccc2C)cc1	10
CC(C)c1ccccc1OCCCN1CCOCC1	-2
COc1cccc(C2Nc3cc(C)c(C)cc3NC3=C2C(=O)CC(C)(C)C3)c1OC (stereo not drawn)	2
O=C(N/N=C/c1cccs1)c1cc(C2CC2)[nH]n1	-1
COc1ccc(C)cc1NC(=O)c1cc(Cl)ccc1OC	8
Cc1ccc(N=Nc2cc(-c3ccccc3)sc2O)c(C)c1	9
Clc1ccc(Cl)c(-c2nnc(-c3ccc4c(c3)OCO4)o2)c1	3
COc1ccc(C(O)c2nc3ccccc3s2)cc1 (stereo not drawn)	-5
COc1cccc(C2NC(=O)NC(C)=C2C(=O)Nc2cccc(Cl)c2)c1 (stereo not drawn)	4
CCn1c(SCC(=O)c2ccccc2)nc2sc3c(c2c1=O)CC(C)(C)OC3	16
C=CCN1C(=O)/C(=C\c2ccc(N(C)C)c(Br)c2)C(=O)NC1=S	2
CCCC(C(=O)O)N1C(=O)/C(=C/c2cccc(O)c2)SC1=S (stereo not drawn)	11
O=C(Nc1cccc(-c2nc3ncccc3o2)c1)c1ccc(Br)o1	4
CCOC(=O)c1ccc(NC(=O)CCN2C(=O)S/C(=C/c3ccc(OC)c(OC)c3)C2=O)cc1	1
CCCN(CCC)C(=O)c1ccccc1Br	-4
C(/C=C/c1ccco1)=N/N1CCN(c2ccccc2)CC1	-3
COc1cccc(OC)c1C(=O)Nc1ncn[nH]1	4
O=C(Nc1ccc([N+](=O)[O-])c(NC(=O)c2ccccc2F)c1)c1ccccc1F	8
O=C(Nc1ncc(S(=O)(=O)c2ccc([N+](=O)[O-])cc2)s1)c1ccccc1Cl	8
COC(=O)c1cc(-c2cccc([N+](=O)[O-])c2)nc2ccccc12	4
CC(=O)Oc1ccc(-c2cccc(C(=O)O)c2)cc1	-1&9
CCOC(=O)C1=C(c2ccccc2)N=c2s/c(=C\c3ccc(OCC(N)=O)cc3)c(=O)n2C1c1cc(OC)ccc1OC (stereo not drawn)	2
Cc1cc(C=C2C(=O)NC(=O)NC2=O)c(-c2ccccc2)n1-c1ccccc1	0
N#C/C(=C\Nc1ccccc1)c1nc(-c2ccccc2)cs1	4
O=C(Nc1cccc([N+](=O)[O-])c1)c1ccc2c(c1)C(=O)N(N1C(=O)c3ccccc3C1=O)C2=O	3
CCOC(=O)c1c(NC(C)=O)sc(C)c1-c1ccccc1	3
COc1ccc(N(CC(=O)Nc2cccc(Br)c2)S(=O)(=O)c2ccc(C)cc2)c(OC)c1	5
O=C(/C=C/Nc1cccc(O)c1)c1ccc(Br)cc1	-4
Cc1cccc(OCC(=O)Nc2ccccc2C(F)(F)F)c1	2
CC1=CC(C)(C)Nc2ccc(OC(=O)CN3C(=O)c4ccccc4C3=O)cc21	-1
CC(Sc1ccc(Cl)cc1)C(=O)Nc1ccc(S(=O)(=O)N2CCOCC2)cc1 (stereo not drawn)	4
CC1(C)Cc2c(sc3nc(NN)n(-c4ccccc4)c(=O)c23)CO1	7
CC(=O)CCc1oc2ccccc2c1-c1ccc(C)o1	-7
NC(=O)c1ccc(C(=O)N(C2CCCCC2)C2CCCCC2)cc1	0
N#Cc1sc2nc(C3CC3)cc(-c3ccccc3)c2c1N	5
COc1cccc(OC)c1C(=O)Nc1cccc(C(=O)Nc2ccccc2C(=O)O)c1	10
NCCCCNc1ccc([N+](=O)[O-])cc1	-4
CCCCCCNC(=O)C(NC(=O)c1ccccc1)C12CC3CC(CC(C3)C1)C2 (stereo not drawn)	-1
CCC(C)NC(=O)CN(c1ccc(Br)cc1)S(C)(=O)=O (stereo not drawn)	15
FC(F)(F)c1cc(-c2ccccc2)nc2ncnn12	7
Cc1cccc(OCc2nc3cc(Cl)ccc3c(=O)o2)c1	-2
CC(NC(=O)C(=O)NCCN1CCN(C(=O)c2ccco2)CC1)c1ccccc1 (stereo not drawn)	-3
COc1ccccc1NC1=C(Cl)C(=O)N(c2cccc(C)c2)C1=O	2
O=C1NC(=S)S/C1=C\c1ccccc1C(=O)O	0
COc1cc(/C=C2\SC(=Nc3ccc(C)c(Cl)c3)NC2=O)cc(OC)c1OC	14
COc1cccc(OC)c1C(=O)NCc1ccccc1Cl	2
Cc1cccc(OCC(=O)Nc2cccc(Br)c2)c1C	12
Cc1cc(/C=N/NC(N)=S)c(C)n1-c1ccc(Br)cc1	-6
Cc1ccc(S(=O)(=O)N2CC(=O)Nc3ccccc32)cc1	2

Next compounds
SMILES	ER stress surv
COc1ccccc1N1CCN(/N=C\c2ccccn2)CC1	-4
CCOC(=O)C1=C(C)N=c2s/c(=C/c3ccc(F)cc3)c(=O)n2C1c1cccc([N+](=O)[O-])c1 (stereo not drawn)	0
CCCCNc1ncnc2sc3c(c12)CCCC3	5
Cc1ccc(NC(=O)C2CC(=O)N(c3cc(C)ccc3C)C2)cc1 (stereo not drawn)	4
CCC(=O)Oc1ccc2c(C)c(CC)c(=O)oc2c1	0
O=C(NCCCCOc1ccccc1)C(O)(c1ccccc1)c1ccccc1	6
O=C(Nc1cccc(Br)c1)c1cc([N+](=O)[O-])ccc1Cl	10
COc1ccc(NC(=O)CCCOc2ccccc2)c(OC)c1	13
O=C1NC2=C(C(=O)c3ccccc32)C(c2ccccc2)N1 (stereo not drawn)	9
CCOC(=O)CCP(=O)(CC)CC	1
CCOc1ccccc1OCCCCN1CCCCC1	-8
C=CCn1c(O)c(C=NCC2(C)CC(O)CC(C)(C)C2)c(=O)[nH]c1=S (stereo not drawn)	6
Brc1ccccc1OCCCn1ccnc1	8
C/C(=N\NC(=O)c1cccc(Br)c1)c1cccnc1	-6
COc1ccc(CNC(=O)CN(c2ccccc2)S(=O)(=O)c2ccccc2[N+](=O)[O-])cc1	8
CCOC(=O)c1c(-c2ccccc2)csc1NC(=O)c1sc2cc(F)ccc2c1Cl	8
O=C(CSC1CC(=O)N(c2ccc(F)cc2)C1=O)Nc1ccc2ccccc2c1 (stereo not drawn)	4
Cc1nc2ccccn2c(=O)c1[N+](=O)[O-]	2
Cc1ccccc1N1C(=O)C(O)=C(C(=O)/C=C/c2ccccc2)C1c1ccc(Br)cc1 (stereo not drawn)	8
CN(c1ccc(C(=O)N2CCN(c3ccccc3)CC2)cc1)S(=O)(=O)c1ccccc1	10
CCCCOc1ccc(C(=O)NC(C)c2ccc(OC)cc2)cc1 (stereo not drawn)	18
c1ccc(-c2nnc(-c3ccccc3)c3nsnc23)cc1	11
O=C(c1ccc(-c2ccc(Cl)cc2)o1)N1CCN(c2ccc([N+](=O)[O-])cc2Cl)CC1	4
O=[N+]([O-])c1ccc(C2Nc3c(cccc3C(F)(F)F)C3C=CCC32)cc1 (stereo not drawn)	1
COc1cc(/C=C(/C#N)C(=O)Nc2cccc(Br)c2)cc(Cl)c1O	-1
Cc1ccc(S(=O)(=O)Nc2ccc(NS(=O)(=O)c3ccc(C)cc3C)cc2)c(C)c1	4
CCOC(=O)C1=CN(c2ccc(C)cc2)C=C(C(=O)OCC)C1c1ccccc1OC	15
CCOc1ccc(/C=C2/C(=O)NC(=O)N(c3ccc(C)cc3)C2=O)cc1	11
O=C(COc1ccccc1Cl)Nc1ccc(Br)cc1C(=O)O	-1
CCCOc1ccc(N2C(=O)CC(N3CCN(C(=O)OCC)CC3)C2=O)cc1 (stereo not drawn)	4
CCOC(=O)C1=C(O)/C(=C/c2cccc(Br)c2)SC1=Nc1ccc([N+](=O)[O-])cc1	0
C(=N/N1CCN(C(c2ccccc2)c2ccccc2)CC1)/c1ccccc1	10
COc1ccc(C(=O)CSc2nnc(Sc3nc4ccccc4[nH]3)o2)cc1	2
COc1ccc(N(CC(=O)NCc2ccco2)S(=O)(=O)c2ccccc2)cc1	-4
Cc1ccc(Cl)cc1NC1=CC(=O)CC(C)(C)C1	11
Cn1c2ccccc2n2cc(-c3ccc([N+](=O)[O-])cc3)nc12	7
CC(C)(C)C1=C/C(=C\c2ccccc2)C(C(C)(C)C)=C(O)C1=O	-9
Cc1ccc(N=Cc2ccc(C)o2)c(O)c1	-2
C=CCNC(=S)NC(=O)/C=C/c1ccccc1	-1
Cc1cc(NC(=O)c2ccc(-c3cccc([N+](=O)[O-])c3)o2)ccc1NC(=O)c1ccco1	6
Brc1ccc(-c2noc(-c3ccc(-c4ccccc4)cc3)n2)cc1	-1
O=C1Nc2ccc(Br)cc2C(c2ccccc2Cl)=N/C1=C/c1ccoc1	-2
CCOS(=O)(=O)/C=C/c1ccccc1	0
Cc1cc(NC(=O)c2ccc(C(=O)Nc3cc(C)c(O)c(C)c3)cc2)cc(C)c1O	0
COC(=O)c1ccc(NC(=S)NC(=O)c2ccc(OC)cc2)cc1	12
CCOc1ccc(C(O)Cc2nc3ccccc3n2C)cc1 (stereo not drawn)	-2
COc1ccccc1C(=O)N/C(=C\c1ccc(Br)cc1)C(=O)N1CCCCC1	2
Cc1ccc(C2C3=C(Nc4c2c(=O)[nH]c(=O)n4C)c2ccccc2C3=O)cc1 (stereo not drawn)	0
Cc1ccc(NC(=O)COc2ccc(Br)cc2)c(C)c1	5
CCOC(=O)C1=C(N)OC2=C(C(=O)CC(C)(C)C2)C1c1ccc(Cl)cc1Cl (stereo not drawn)	1
CC(=O)Nc1ccc(NS(=O)(=O)c2cc(Cl)ccc2Cl)cc1	3
CC(CN1CCOCC1)C(=O)c1ccccc1 (stereo not drawn)	-4
CCOC(=O)C(=O)Nc1ccccc1C(=O)Nc1ccccc1Br	5
COc1cc(/C=C2\C(=O)NC(=O)N(c3cc(C)cc(C)c3)C2=O)c(Br)cc1O	-25
O=C(/C=C/c1ccc(F)cc1)N1CCN(CCN2C(=O)c3cccc4cccc(c34)C2=O)CC1	5
CC(C)C(C(=O)O)N1C(=O)/C(=C/c2ccccc2Cl)SC1=S (stereo not drawn)	6

Compounds listed so far with a nitro group on carbon (16):
SMILES	ER stress surv
O=c1c2c3c(sc2ncn1/N=C/c1cc([N+](=O)[O-])ccc1O)CCCC3	-2
COc1cc(NC(=O)COc2ccc([N+](=O)[O-])cc2)ccc1NC(=O)c1ccco1	0
O=C(Nc1ccc([N+](=O)[O-])c(NC(=O)c2ccccc2F)c1)c1ccccc1F	8
O=C(Nc1ncc(S(=O)(=O)c2ccc([N+](=O)[O-])cc2)s1)c1ccccc1Cl	8
COC(=O)c1cc(-c2cccc([N+](=O)[O-])c2)nc2ccccc12	4
O=C(Nc1cccc([N+](=O)[O-])c1)c1ccc2c(c1)C(=O)N(N1C(=O)c3ccccc3C1=O)C2=O	3
NCCCCNc1ccc([N+](=O)[O-])cc1	-4
CCOC(=O)C1=C(C)N=c2s/c(=C/c3ccc(F)cc3)c(=O)n2C1c1cccc([N+](=O)[O-])c1 (stereo not drawn)	0
O=C(Nc1cccc(Br)c1)c1cc([N+](=O)[O-])ccc1Cl	10
COc1ccc(CNC(=O)CN(c2ccccc2)S(=O)(=O)c2ccccc2[N+](=O)[O-])cc1	8
Cc1nc2ccccn2c(=O)c1[N+](=O)[O-]	2
O=C(c1ccc(-c2ccc(Cl)cc2)o1)N1CCN(c2ccc([N+](=O)[O-])cc2Cl)CC1	4
O=[N+]([O-])c1ccc(C2Nc3c(cccc3C(F)(F)F)C3C=CCC32)cc1 (stereo not drawn)	1
CCOC(=O)C1=C(O)/C(=C/c2cccc(Br)c2)SC1=Nc1ccc([N+](=O)[O-])cc1	0
Cn1c2ccccc2n2cc(-c3ccc([N+](=O)[O-])cc3)nc12	7
Cc1cc(NC(=O)c2ccc(-c3cccc([N+](=O)[O-])c3)o2)ccc1NC(=O)c1ccco1	6

Source: PubChem BioAssay (Sanford-Burnham Center for Chemical Genomics)

This is a subset, so the mix of outcomes need not match the whole.
